Casp6 inh: blocks human caspase-6 cleavage activity; P55212; purified caspase-6, Z-VEID-R110 cleavage fluorescence; inhibition, % at 12.5 µM; 0.53% of 350,000 active;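 active means mean inhibition across replicates at least about 35%, with every replicate also reaching that limit, limit read from the data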;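 further: 0% = median of neutral control wells and 100% = no fluorescence left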
Target sequence (P55212 24-179 limits assumed): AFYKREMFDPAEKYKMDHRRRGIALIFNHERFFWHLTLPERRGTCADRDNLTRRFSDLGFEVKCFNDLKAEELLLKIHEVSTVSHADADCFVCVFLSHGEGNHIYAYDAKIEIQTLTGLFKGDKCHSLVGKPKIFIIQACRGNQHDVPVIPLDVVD
Target sequence (P55212 194-293 limits assumed): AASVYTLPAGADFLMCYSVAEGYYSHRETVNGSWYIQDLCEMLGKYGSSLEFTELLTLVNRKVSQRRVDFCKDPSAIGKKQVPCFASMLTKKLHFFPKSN
E-selectin induc: E-selectin induction on HUVECs | P16581 | HUVEC E-selectin immunofluorescence imaging; normalized: neutral wells 0, TNF-alpha wells 100 | activation, % at 7.58 µM | 0.37% of 260,000 active | AID 686992;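 active means mean E-selectin-positive cell signal at least 10% of the positive control, reached in at least 60% of replicates, without over 20% cell loss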;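 further: in these data hits start at about 27%; measured in HUVEC primary endothelial cells; signal is the percent of cells scored E-selectin positive by PE staining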
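Assay system: HUVEC, human umbilical vein endothelial cells / Amount: 3,000 HUVEC/well / Controls: TNF-alpha positive control, DMSO neutral control / Compound dosing: single concentration / Medium: EGM-2 over gelatin coat / Evaluation: percent E-selectin-positive cells / Signal: immunofluorescence imaging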
ARNT-TACC3 inh: disruptors of human ARNT/TACC3 interaction; inhibition, % at 9.99 µM; 0.66% of 390,000 active; AID 623870; AlphaScreen His-ARNT PAS-B/GST-TACC3 binding, luminescence; TACC3 fragment carries E629A point mutation; Q9Y6A5;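 active means mean inhibition of replicates at least 50% and at least half of replicates each reaching 50%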;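 further: 0% = complete ARNT plus TACC3 wells and 100% = ARNT alone without TACC3; many hits fall short of the cut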
ERp5 inh: blocks human ERp5 reductase activity on insulin. Q15084. ERp5 insulin aggregation, absorbance 650 nm, 90 min. inhibition, % at 9.99 µM. 0.05% of 350,000 active;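 active means mean replicate inhibition above about 25%, with every replicate also reaching it, limit read from the data, passing the limit was not always enough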
Target sequence (Q15084 whole entry, looked up): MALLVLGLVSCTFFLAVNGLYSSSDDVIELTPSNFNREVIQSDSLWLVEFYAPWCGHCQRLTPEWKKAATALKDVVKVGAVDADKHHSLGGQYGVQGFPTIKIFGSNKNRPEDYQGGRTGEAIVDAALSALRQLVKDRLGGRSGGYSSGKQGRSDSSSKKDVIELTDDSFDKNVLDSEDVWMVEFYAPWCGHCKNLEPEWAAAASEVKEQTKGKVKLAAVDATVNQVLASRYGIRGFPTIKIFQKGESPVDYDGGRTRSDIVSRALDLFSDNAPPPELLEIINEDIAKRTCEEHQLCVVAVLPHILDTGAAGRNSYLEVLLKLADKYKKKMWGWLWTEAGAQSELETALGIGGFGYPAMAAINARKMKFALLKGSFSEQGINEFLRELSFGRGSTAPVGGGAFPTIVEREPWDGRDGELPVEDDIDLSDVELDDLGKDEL
esBAF inh: blocks esBAF chromatin remodeling in mouse ES cells | Bmi1-luciferase knock-in reporter, 24 h; 100% = twice the neutral-well signal | reporter increase, % at 12.5 µM | 2% of 350,000 active; in the data active means activation above about 40%;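 further: 0% = median of the plate's neutral control wells and 100% = double that signal; a rise in the Bmi1 reporter signal indicates esBAF inhibition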
RAD52 inh: RAD52 (human) annealing inhibition. 0.46% of 360,000 active. recombinant RAD52 DNA annealing, FRET fluorescence. inhibition, % at 18.7 µM. P43351;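 active means every replicate showing at least 50% inhibition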
RAD54 inh: RAD54 (human) branch migration inhibition; Q92698; RAD54 Holliday junction branch migration, FAM/BHQ fluorescence; inhibition, % at 10.4 µM; 0.14% of 360,000 active; AID 602329;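 active means mean normalized replicate activity at least 40 and at least half of replicates scoring 40 or more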;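 further: 0% = median of neutral control wells and 100% = median of positive control wells; inhibitors cause a drop in the FAM fluorescence signal; in these data hits start at about 50%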
PglD DTNB: PglD (C. jejuni) enzyme inhibition | 0.098% of 360,000 active | inhibition, % at 12.5 µM | purified PglD enzyme, DTNB colorimetric CoA detection; in the data active means inhibition above about 16%, passing the limit was not always enough; further: strong numbers were not always called active
* = called active by the depositor; / = no result given.

1. Cc1ccc(S(=O)(=O)Nc2ccc3c(c2)C(=O)N([C@H](C)CO)C[C@H](C)[C@@H](CN(C)C(=O)C2CCCCC2)OCCCC[C@@H](C)O3)cc1
2. Cn1c2ccc(F)cc2c2ncn(CCCN(CCO)CCO)c(=O)c21
3. C(=Nc1ccc(N2CCOCC2)cc1)c1c[nH]c2ccccc12
4. CCOC(=O)C1CCCN(S(=O)(=O)c2ccc(C)cc2)C1 (centres undefined)
5. COc1ccc2sc(-c3ccccc3OC)c(-c3ccc(O)cc3)c2c1
6. O=C(C[C@H]1C=C[C@@H](NC(=O)Nc2ccc3c(c2)OCO3)[C@@H](CO)O1)NCCCN1CCOCC1
7. CC(=O)C1=C(c2ccccc2)NC(=S)NC1c1ccc(O)c(O)c1 (centres undefined)
8. CC(C)CC#Cc1ccc2c(c1)O[C@H](CN(C)C(=O)c1cccc(F)c1)[C@H](C)CN([C@H](C)CO)S2(=O)=O
9. COc1ccccc1CNC(=O)C[C@H]1CC[C@@H]2[C@H](COC[C@H](O)CN2C(=O)Nc2ccc(C(F)(F)F)cc2)O1
10. Cc1ccc(-n2nnnc2SCC(=O)Nc2cccc(NC(=O)c3ccco3)c2)cc1C

entry no.,1,2,3,4,5,6,7,8,9,10
Casp6 inh,1,/,20,/,-1,-3,21,-3,-3,/
E-selectin induc,-0.1,/,-0.2,/,42*,0.0,/,0.9,0.2,/
ARNT-TACC3 inh,-4,6,11,0,/,5,1,-2,2,7
ERp5 inh,-1,/,4,/,10,2,8,1,7,/
esBAF inh,-1,-3,/,2,-8,-8,/,4,-3,3
RAD52 inh,1,/,13,/,1,-4,-8,6,-4,/
RAD54 inh,2,54*,6,5,8,2,/,2,-3,5
PglD DTNB,0,-5,-1,-1,-7,-3,/,-4,1,-5

11. Cc1ccc(Oc2ccc(OCC(=O)NC(CC(C)C)C(=O)O)cc2)cc1 (centres undefined)
12. COc1ccccc1N1CCN(C2CCCN(C(=O)c3cscn3)C2)CC1 (centres undefined)
13. O=C(COC(=O)c1ccc([N+](=O)[O-])o1)Nc1ccc2c(c1)OC(F)(F)O2
14. CCNC(=O)C[C@@H]1CC[C@@H]2NC[C@@H](O)COC[C@H]2O1
15. NC1=NC(=O)/C(=C/c2ccc(OCC(=O)O)cc2)S1
16. Cn1c(CN2CCOCC2)nnc1SCc1ccc(C#N)cc1
17. Cc1cc(C)c([C@@H]2C[C@H]3CN(C4CCCC4)C(=O)[C@]34CCCN24)c(-n2cccn2)c1
18. Cc1ccsc1C1Nc2ccccc2C(=O)N1O (centres undefined)
19. COC(=O)Cn1c(CN(Cc2ccccc2)Cc2ccccc2)nc2c1c(=O)[nH]c(=O)n2C
20. COc1cc(CC(=O)OCC(=O)c2ccc[nH]2)cc(OC)c1OC

entry no.,11,12,13,14,15,16,17,18,19,20
Casp6 inh,4,-5,56*,7,-1,2,-1,0,0,0
E-selectin induc,/,/,-0.2,-0.2,0.2,/,2.8,0.0,/,0.1
ARNT-TACC3 inh,-3,-5,/,/,4,-5,4,12,5,1
ERp5 inh,10,0,-1,-4,-8,3,2,7,-6,6
esBAF inh,/,-6,-7,/,-6,/,-4,1,4,-2
RAD52 inh,-8,6,-16,-34,-13,-4,-109,-18,-6,-19
RAD54 inh,/,5,2,/,-2,/,2,12,-6,-2
PglD DTNB,/,-5,-10,/,5,/,7,-7,0,1

21. Cn1c(C(=O)N2CCN(C(=O)c3ccco3)CC2)cc2c(=O)n(C)c3ccccc3c21
22. O=C(COC(=O)C1COc2ccccc2O1)Nc1cccc(F)c1 (centres undefined)
23. CCN(CC(=O)N1CCC(C(N)=O)CC1)S(=O)(=O)c1cc(Cl)ccc1Cl
24. CCNC(=O)C[C@H]1CC[C@H]2[C@H](COc3ccc(NC(=O)C4CCCCC4)cc3C(=O)N2C)O1
25. CC(=O)c1cccc(NC(=O)C2Cc3c(-c4cccc(C(C)=O)c4)ccnc3O2)c1 (centres undefined)
26. O=C(Nc1nc(-c2cc3ccccc3o2)cs1)c1ccc(S(=O)(=O)N2CCCC2)cc1
27. CC1CCCN(C(=O)NC(=O)c2ccc(Cl)cc2)C1 (centres undefined)
28. CCCN1CCN(C(=O)c2ccc(Sc3ccc(C)cc3)c(NC(C)=O)c2)CC1
29. CCOc1ccc(-c2nnn(CC(=O)NCc3ccccc3)n2)cc1
30. Cc1sc2ncnc(SCC(=O)NNC(=O)c3ccco3)c2c1C

entry no.,21,22,23,24,25,26,27,28,29,30
Casp6 inh,2,1,4,-3,1,1,-12,1,4,5
E-selectin induc,0.0,/,/,0.0,-0.2,-0.1,-0.3,/,/,0.0
ARNT-TACC3 inh,/,2,5,-7,/,-8,-2,-5,-17,-7
ERp5 inh,3,2,-5,-4,1,5,3,3,-1,-2
esBAF inh,1,-4,-6,5,3,-12,-1,-5,/,/
RAD52 inh,-23,-10,-16,0,5,-4,6,-7,-6,-34
RAD54 inh,5,-12,5,1,-4,7,0,/,/,/
PglD DTNB,1,-4,-2,-1,-2,-1,-1,/,/,/

6 compounds picked at random from those above, as already listed:
30. Cc1sc2ncnc(SCC(=O)NNC(=O)c3ccco3)c2c1C
23. CCN(CC(=O)N1CCC(C(N)=O)CC1)S(=O)(=O)c1cc(Cl)ccc1Cl
24. CCNC(=O)C[C@H]1CC[C@H]2[C@H](COc3ccc(NC(=O)C4CCCCC4)cc3C(=O)N2C)O1
22. O=C(COC(=O)C1COc2ccccc2O1)Nc1cccc(F)c1 (centres undefined)
25. CC(=O)c1cccc(NC(=O)C2Cc3c(-c4cccc(C(C)=O)c4)ccnc3O2)c1 (centres undefined)
27. CC1CCCN(C(=O)NC(=O)c2ccc(Cl)cc2)C1 (centres undefined)

entry no.,30,23,24,22,25,27
Casp6 inh,5,4,-3,1,1,-12
E-selectin induc,0.0,/,0.0,/,-0.2,-0.3
ARNT-TACC3 inh,-7,5,-7,2,/,-2
ERp5 inh,-2,-5,-4,2,1,3
esBAF inh,/,-6,5,-4,3,-1
RAD52 inh,-34,-16,0,-10,5,6
RAD54 inh,/,5,1,-12,-4,0
PglD DTNB,/,-2,-1,-4,-2,-1

(cont.)
31. COC(=O)CSc1ccc2nnc(CCNS(=O)(=O)c3ccc(C)cc3)n2n1
32. CC(C)N(Cc1ccccc1)C(=S)Nc1ccc(F)cc1
33. Cc1nc2cc(NS(=O)(=O)c3ccccc3F)ccc2s1
34. O=C(c1ccncc1)c1ccc(N2CCN(C3CC(=O)N(Cc4ccccc4)C3=O)CC2)cc1 (centres undefined)
35. Cc1ccc(-c2nc(CN(C)C3CCOC3)c(C)o2)s1 (centres undefined)
36. CCc1ccc(/C=C2\SC(=S)N(CCCC(=O)N(CCO)c3ccccc3)C2=O)cc1
37. CSc1ncccc1C(=O)OCC(=O)NC1CCCC1
38. CC=Cc1ccc2n(c1=O)C[C@H]1[C@H](CO)[C@@H](C(=O)NCC3CCCCC3)N(C(C)=O)[C@@H]21 (mixture of isomers)
39. Cc1ccc(NC(=O)CN(C)C(=O)c2cccc(-n3cccc3)c2)cc1
40. O=C(CN1C(=O)NC2(CCCCCCC2)C1=O)NC(=O)NCc1ccco1

entry no.,31,32,33,34,35,36,37,38,39,40
Casp6 inh,8,-1,1,/,1,2,0,1,82*,/
E-selectin induc,/,1.4,5.8,/,1.7,-0.3,/,1.0,5.2,/
ARNT-TACC3 inh,-5,1,-3,-1,-2,/,1,1,2,-1
ERp5 inh,-2,-1,-3,/,2,2,2,-8,0,/
esBAF inh,/,/,/,1,/,-32,10,4,-1,2
RAD52 inh,-12,-20,-9,/,5,-16,-2,2,-2,/
RAD54 inh,/,/,3,-2,/,-6,-1,4,-3,4
PglD DTNB,/,/,-7,-9,/,6,4,-6,-6,1

41. O=C(C[C@@H]1CC[C@@H]2[C@H](COC[C@@H](O)CN2S(=O)(=O)c2cccc(F)c2)O1)Nc1ccccc1
42. COCCNC(=O)c1cccc2c(-c3cccc(C(N)=O)c3)coc12
43. O=C(C[C@H]1CC[C@@H]2[C@H](COC[C@H](O)CN2CCC(F)(F)F)O1)NCc1ccc(Oc2ccccc2)cc1
44. CC(C)NC(=O)Nc1cccc2c1O[C@@H](CN(C)S(=O)(=O)c1ccc(Cl)cc1)[C@H](C)CN([C@H](C)CO)C2=O
45. O=C(NCc1ccncc1)[C@@H]1[C@@H](CO)[C@@H]2Cn3c(ccc(-c4cccnc4)c3=O)[C@@H]2N1C(=O)C1CC1
46. O=C(CCCCn1c(=O)c2ccccc2n(CC(=O)Nc2ccccc2)c1=O)NCc1ccco1
47. O=C(COc1ccc(F)cc1F)NNC(=O)Nc1cccc([N+](=O)[O-])c1
48. FC(F)(F)c1nnc2sc(-c3cccs3)nn12
49. COC(=O)C[C@@H]1CC[C@@H](NC(=O)Nc2cc(F)ccc2F)[C@@H](CO)O1
50. COc1ccc(NC(=O)Nc2ccc3c(c2)C(=O)N([C@@H](C)CO)C[C@H](C)[C@@H](CN(C)S(=O)(=O)c2ccc(OC)cc2)OCCCC[C@H](C)O3)cc1

entry no.,41,42,43,44,45,46,47,48,49,50
Casp6 inh,/,-1,/,-2,-2,/,-3,/,-2,/
E-selectin induc,-0.1,2.2,-0.1,-9.4,-0.2,/,0.2,/,-4.1,-0.2
ARNT-TACC3 inh,-2,/,-11,-5,-23,-4,-1,4,/,-8
ERp5 inh,/,5,/,7,-1,/,0,/,2,/
esBAF inh,10,2,6,2,-5,9,-6,2,/,-9
RAD52 inh,/,7,/,5,8,/,-6,/,-5,/
RAD54 inh,11,6,-8,6,-17,3,-1,-2,/,3
PglD DTNB,4,-6,3,-4,8,3,-2,-3,/,-2

51. CCn1nc(NC(=O)c2ccncc2)c2cc3cc(C)ccc3nc21
52. O=C(C[C@H]1CC[C@H]2[C@@H](COC[C@@H](O)CN2C(=O)Nc2ccc(Cl)c(Cl)c2)O1)NC1CCC1
53. CCCN(Cc1nc2cc(Cl)ccc2c(=O)[nH]1)C(=O)c1ccc(S(=O)(=O)N2CCCC2)cc1
54. Cn1c(=O)c2ccccc2n(Cc2cccc(F)c2)c1=O
55. C[C@H](O)C#Cc1cnc2c(c1)C(=O)N([C@@H](C)CO)C[C@@H](C)[C@H](CN(C)C(=O)Nc1ccc(C(F)(F)F)cc1)O2
56. CC(C)CC#Cc1ccc2c(c1)O[C@@H](CN(C)Cc1ccc(F)cc1)[C@H](C)CN([C@@H](C)CO)S2(=O)=O
57. CN(Cc1cccc(Cl)c1)C(=O)C1CCC(=O)N(C2CC2)C1 (centres undefined)
58. O=C(NC(=S)Nc1ccc(N2CCOCC2)cc1)c1cccs1
59. Cc1cc(S(=O)(=O)N2CCOCC2)ccc1OCC(=O)N1CCCCC1
60. NC(=O)Nc1ccc(Oc2c(F)c(F)c(F)c(F)c2F)cc1
61. O=c1[nH]c2cc3c(cc2cc1C(c1nnnn1CC1CCCO1)N1CCCC1)OCO3 (centres undefined)
62. CCSc1nc2ccc(N3C(=O)C4C5C=CC(C5)C4C3=O)cc2s1 (centres undefined)

entry no.,51,52,53,54,55,56,57,58,59,60,61,62
Casp6 inh,/,0,1,0,0,-1,-3,-1,1,/,/,-1
E-selectin induc,/,0.8,-1.8,0.0,-0.5,/,/,0.0,0.6,/,/,0.3
ARNT-TACC3 inh,-36,-11,-6,-5,-6,3,-46,7,19,0,-6,-5
ERp5 inh,/,-4,1,0,-2,4,4,-4,2,/,/,-1
esBAF inh,15,1,12,2,-3,8,12,28,0,-9,2,/
RAD52 inh,/,6,-21,2,-6,-1,-2,2,-9,/,/,-1
RAD54 inh,0,6,-2,5,8,-2,-12,-3,-23,0,6,/
PglD DTNB,1,0,1,-15,1,0,6,-4,1,0,-7,/

Screens as filed in PubChem.
